Screens: PubChem, National Center for Advancing Translational Sciences (NCATS)
USP1 inh = Inhibitors of USP1/UAF1: Primary Screen; recombinant USP1/UAF1, Ub-Rhodamine cleavage fluorescence; actives 0.23% (n = 390,000); Potency, µM (top dose mostly 57.1 µM), inactives show at the highest dose activity change, negative = inhibition, most hits filed as inhibitors; Ubiquitin carboxyl-terminal hydrolase 1 (Homo sapiens), O94782; further: on the % scale 0 is the no-effect control and ±100 the full control effect; nearly all actives have a fitted effect of over 60% in size; inactives centre near -12
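USP1/UAF1 complex (1 nM) preincubated 15 min at room temperature with compound, then Ub-Rho substrate (150 nM final) added. Kinetic fluorescence at 480/540 nm over 6 reads at 60 s intervals; 50 mM HEPES pH 7.8, 0.5 mM EDTA, 0.1 mg/ml BSA, 1 mM TCEP, 0.01% Tween-20.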
12-LOX inh = Primary qHTS assay for inhibitors of human arachidonate 12S-lipoxygenase (ALOX12): Round 2. Polyunsaturated fatty acid lipoxygenase ALOX12 (Homo sapiens), P18054. AID 1671190, 2021. Potency, µM (top dose mostly 108 µM), for the others: top-dose activity change, negative = inhibition, most hits filed as inhibitors. purified 12hLO, xylenol orange hydroperoxide absorbance. actives 1.1% (n = 580,000); further: on the % scale 0 is the no-effect control and ±100 the full control effect
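Hydroperoxide product was detected by ferrous iron/xylenol orange as the 573 to 405 nm absorbance ratio. Arachidonic acid at 40 uM (final) was turned over for 30 min at room temperature by 150 nM human 12hLO, pH 7.0 Hepes buffer, after 15 min compound preincubation.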
Vif-A3G inh = qHTS for Inhibitors of Vif-A3G Interactions: qHTS; DNA dC->dU-editing enzyme APOBEC-3G (Homo sapiens), Q9HC16; HeLa A3G-eYFP + Vif (tagged APOBEC3G with the HIV-1 protein that degrades it), YFP fluorescence, overnight; Potency, µM (doses to about 46.1 µM), without a hit: top-dose activity, negative = active, actives largely listed as inhibitors; actives 0.076% (n = 410,000);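 further: on the % scale 0 is the no-effect control and ±100 the full control effect; nearly all actives have a fitted effect of over 60% in size; hits raise eYFP signal because A3G escapes Vif-driven loss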
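HeLa cells stably expressing Vif and C-terminally eYFP-tagged A3G, seeded overnight at 37 deg C, then exposed to compound by pintool overnight at 37 deg C. Rise in yellow fluorescence (Ex 488/Em 500-530, Acumen) marks blocked Vif-driven A3G degradation.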
TrxR1 inh = qHTS Assay for Inhibitors of Mammalian Selenoprotein Thioredoxin Reductase 1 (TrxR1): qHTS | Thioredoxin reductase 1, cytoplasmic (Rattus norvegicus), O89049 | recombinant rTrxR1, NADPH fluorescence consumption, selenite substrate | Potency, µM (highest dose often 114 µM), without a hit: at the highest dose activity change, negative = inhibition, actives largely listed as inhibitors | actives 1% (n = 390,000); further: on the % scale 0 is the no-effect control and ±100 the full control effect; nearly all actives have a fitted effect of over 65% in size
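Rat TrxR1 (90 nM in the dispensed reagent) was pre-reduced with 400 uM NADPH for 5 min at room temperature, then incubated with compound for 15 min. After 400 uM selenite was added, NADPH fluorescence (Ex 340/Em 450 nm) was followed for 8 min.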
Vif-A3F inh = qHTS for Inhibitors of Vif-A3F Interactions: qHTS | HeLa A3F-eYFP + Vif (tagged APOBEC3F with the HIV-1 protein that degrades it), YFP fluorescence increase | Potency, µM (series often up to 46.1 µM), for the others: top-dose activity, negative = active | actives 0.2% (n = 390,000); further: % of control where 0% means no effect; nearly all actives have a fitted effect of over 65% in size
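HeLa cells stably expressing A3F-eYFP plus Vif, plated and incubated overnight at 37 deg C, then exposed to compounds overnight at 37 deg C. Blocked degradation read as raised yellow fluorescence (Ex 488/Em 500-530).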
RGS4 inh = Inhibitors of Regulator of G Protein Signaling (RGS) 4: qHTS; actives 0.039% (n = 390,000); Potency, µM (series often up to 114 µM), for inactives: top-dose activity change, negative = inhibition, hits mostly inhibitors; AID 504845, 2011; Transcreener GDP fluorescence polarization, RGS4-accelerated GTP hydrolysis; further: on the % scale 0 is the no-effect control and ±100 the full control effect; nearly all actives have a fitted effect of over 75% in size; some results filed as inactive show a strong effect at the top dose
Target sequence (P49798 whole entry, looked up): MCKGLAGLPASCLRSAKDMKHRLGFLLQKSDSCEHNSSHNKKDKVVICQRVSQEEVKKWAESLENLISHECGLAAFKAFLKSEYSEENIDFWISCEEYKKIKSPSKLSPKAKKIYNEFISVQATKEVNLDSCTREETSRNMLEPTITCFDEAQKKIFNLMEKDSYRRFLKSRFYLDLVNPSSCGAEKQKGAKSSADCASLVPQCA
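MLSMR compounds (23 nl, pin-transferred) preincubated 10 min at room temperature with a 500nM (2x) first reagent, then RGS4 at 900nM (2x) plus Transcreener GDP mix added; fluorescence polarization (620/688 nm) read before and after 90 min at 30 °C.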
RXFP1 agonist = qHTS Assay for Agonists of the Relaxin Receptor RXFP1. actives 0.3% (n = 370,000). HEK293T-RXFP1 cAMP TR-FRET, 30 min; response scale: percent of porcine relaxin response, buffer zero. Potency, µM (top dose mostly 57.5 µM), for inactives: at the top dose activation, most hits filed as activators; further: on the % scale 0 is the no-effect control and ±100 the full control effect; nearly all actives have a fitted effect of over 60% in size; many of its hits are not listed in these tables
Target sequence (Q9HBX9 whole entry, looked up): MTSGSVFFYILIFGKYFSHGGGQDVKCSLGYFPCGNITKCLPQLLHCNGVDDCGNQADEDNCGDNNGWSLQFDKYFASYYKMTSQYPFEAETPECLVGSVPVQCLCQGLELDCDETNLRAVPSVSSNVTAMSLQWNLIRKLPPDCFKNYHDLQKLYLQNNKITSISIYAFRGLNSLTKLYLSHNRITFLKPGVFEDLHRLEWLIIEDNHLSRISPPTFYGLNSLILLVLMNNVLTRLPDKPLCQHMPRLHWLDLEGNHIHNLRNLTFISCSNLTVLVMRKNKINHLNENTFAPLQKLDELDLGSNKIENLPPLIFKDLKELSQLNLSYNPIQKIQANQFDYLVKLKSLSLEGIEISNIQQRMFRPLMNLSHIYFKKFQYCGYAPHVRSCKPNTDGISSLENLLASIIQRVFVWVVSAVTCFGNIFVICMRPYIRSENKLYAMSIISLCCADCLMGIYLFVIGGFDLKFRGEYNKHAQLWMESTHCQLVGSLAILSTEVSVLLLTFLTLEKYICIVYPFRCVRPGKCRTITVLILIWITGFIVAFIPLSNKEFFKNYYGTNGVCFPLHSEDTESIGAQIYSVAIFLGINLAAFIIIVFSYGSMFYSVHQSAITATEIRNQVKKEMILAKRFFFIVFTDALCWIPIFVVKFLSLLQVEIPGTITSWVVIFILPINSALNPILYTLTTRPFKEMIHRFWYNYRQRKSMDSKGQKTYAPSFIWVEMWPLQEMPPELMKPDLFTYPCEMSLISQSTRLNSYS
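cAMP rise read by TR-FRET after 30 min, 37C compound exposure (up to 58 uM) in RXFP1-transfected HEK293 cells with Ro 20174 present. EC50 from Hill-equation fits, with 29 nM porcine relaxin as 100% and buffer as basal.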
mIDH1 inhibitor = qHTS for Inhibitors of mutant isocitrate dehydrogenase 1 (IDH1): qHTS | IDH1-R132H enzyme, NADPH consumption, diaphorase/resazurin fluorescence | Isocitrate dehydrogenase [NADP] cytoplasmic (Homo sapiens), O75874 | Potency, µM (doses to about 76.6 µM), for inactives: top-dose activity change, negative = inhibition, actives largely listed as inhibitors | actives 0.093% (n = 390,000); further: on the % scale 0 is the no-effect control and ±100 the full control effect; nearly all actives have a fitted effect of over 65% in size
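IDH1-R132H (0.5 ug/mL dispensed) in pH 7.5 Tris buffer was preincubated 30 min with compound, then given a substrate mix of 0.016 mM NADPH and 2 mM alpha-KG for 80 min at room temperature; remaining NADPH was read by diaphorase/resazurin fluorescence.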
TrxR1 substrate = qHTS Assay for Substrates of Mammalian Selenoprotein Thioredoxin Reductase 1 (TrxR1): qHTS; purified TrxR1 substrate turnover, NADPH consumption readout; AID 588456, 2011; Thioredoxin reductase 1, cytoplasmic (Rattus norvegicus), O89049; actives 0.01% (n = 390,000); Potency, µM (titrated, usually from 114 µM), for inactives: at the top dose activity change, negative = substrate turnover; further: on the % scale 0 is the no-effect control and ±100 the full control effect; nearly all actives have a fitted effect of over 50% in size
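Rat TrxR1, dispensed at 90 nM, was prereduced with 400 uM NADPH (final) for 5 min at ~22 deg C, then incubated with compound 15 min before 400 uM selenite. A first-read NADPH fluorescence drop versus no-compound background flagged substrates.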
Numbers without * were called inactive; ? = inconclusive; nt = not tested or not shown; & = joins results of further samples; [ ] = remark or other dose. The call rests on the fitted dose curve; in most records, active means well fitted curve in the direction sought with a large enough effect; inconclusive means small, poorly fitted or top-dose-only effect, or another doubt; inactive means no such curve, though single readings can be large; an effect the other way counts as inactive or inconclusive. Potency means the concentration at half of the fitted maximal effect. Not all compounds are listed; rates above refer to the full screens.

The line under a structure holds: RXFP1 agonist	12-LOX inh	TrxR1 substrate	USP1 inh	RGS4 inh	Vif-A3G inh	mIDH1 inhibitor	Vif-A3F inh	TrxR1 inh
- O=C(CSc1nnnn1-c1ccccc1)CSc1nnnn1-c1ccccc1
→ 1.9%	-14%	2%	-2%	-23%	-2%	-3%	-12%	9%
- Cc1ccc(C)c(-n2cc(CN3CCN(C(=O)c4ncn[nH]4)CC3)c(-c3ccccc3)n2)c1
→ 0.8%	8%	-15%	-7%	7%	-6%	0%	8%	-27%
- COc1ccc(C2(O)CCN(Cc3nnnn3Cc3ccc(C)cc3)CC2)cc1
→ 2.6%	1%[57.4 µM]	11%	1%	10%	1%	5%	-3%	16%
- Cc1cc(C)n(/N=C/c2ccccc2)c(=O)c1C#N
→ -0.4%	-21%	-6%	?	-12%	-1%	1%	-1%	0%
- CCCC(=O)Nc1ccc(Br)c(Cl)c1
→ 1.8%	0%	-6%	-16%	2%	-1%	7%	0%	12%[57.1 µM]
- CC(/C=N/NC(=O)c1ccccc1F)=C\c1ccccc1
→ 1.2%	-5%	-14%	-11%	-5%	?	7%	4%	-3%
- CC(C)(C)NC(=O)COC(=O)c1ccc(Cl)c(S(N)(=O)=O)c1
→ 5.2%	0%	5%[57.1 µM]	?	5%	0%	1%	4%	23%[57.1 µM]
- CCN(CC)Cc1ccccc1Sc1ccccc1
→ -0.1%	-26%	1%	-22%	-32%	5%	3%	-3%	14%
- COc1ccc(CNC(=O)CSc2n[nH]c(-c3ccc(OC)cc3)n2)cc1
→ -1.3%	-10%	-5%[57.1 µM]	0%	42%	-14%	8%	-11%	-6%[57.1 µM]
- CC(OC(=O)c1ccc(Cl)nc1)C(=O)NC(C)(C)C (stereo not drawn)
→ 1.2%	-39%	12%[57.1 µM]	-13%	17%	-5%	-2%	-10%	14%[57.1 µM]
- COc1cc(C2C(=O)N(C3CCC(C)CC3)CC(=O)N2CCc2ccc(Cl)cc2)ccc1OC(C)C (stereo not drawn)
→ 4.2%	-21%	0%[57.1 µM]	-2%	14%	-10%	-12%	0%	5%[57.1 µM]
- CCC(Oc1ccccc1)C(=O)NC1C(=O)N2C1SC(C)(C)C2C(=O)O (stereo not drawn)
→ 0.3%	4%	-2%	-8%	-24%	-9%	-6%	-20%	-7%
- CCN(CC)CCC(c1ccc(N(C)C)cc1)c1c(O)cc(OC)cc1OC (stereo not drawn)
→ 5.0%	-8%	-8%&1%	-21%	-6%&-4%	4%&1%	-8%	-2%	-17%&5%
- CC(=O)NC1=NN(C(C)=O)C(C)(c2cccs2)S1 (stereo not drawn)
→ 0.2%	0%	4%	-2%	13%	-40%	2%	-3%	11%
- Cc1ccc(CN2CCN(/N=C/c3ccc(C)s3)CC2)cc1
→ -0.2%	-1%	-8%	-16%	-18%	0%	2%	-3%	-10%
- O=C1CCC(Cc2ccccc2)N1 (stereo not drawn)
→ -0.2%	-18%	9%	6%	26%	1%	0%	-6%	18%
- CN1CCC(=NNC(=O)C(=O)NC(C)(C)C)CC1
→ -0.2%	4%	6%	2%	9%	0%	-6%	-1%	10%
- O=C(CSc1n[nH]c(-c2cccs2)n1)NCc1ccc2c(c1)OCO2
→ 0.2%	0%	4%[57.1 µM]	-18%	-6%	1%	0%	-3%	15%[57.1 µM]
- Cc1ccc(S(=O)(=O)NC(=O)COc2cc(C)ccc2C(C)C)cc1
→ 1.8%	7%	-3%	-9%	-3%	-4%	-3%	1%	14%
- CCOc1ccccc1-n1c(SC(C)C(=O)NCC2CCCO2)nc2ccccc2c1=O (stereo not drawn)
→ 1.2%	-4%	3%	-10%	-15%	-4%	0%	3%	19%

2 compounds from above, reduced to RXFP1 agonist and Vif-A3G inh.
Structure	RXFP1 agonist	Vif-A3G inh
Cc1ccc(S(=O)(=O)NC(=O)COc2cc(C)ccc2C(C)C)cc1	1.8%	-4%
CCOc1ccccc1-n1c(SC(C)C(=O)NCC2CCCO2)nc2ccccc2c1=O (stereo not drawn)	1.2%	-4%

Continued.
The line under a structure holds: RXFP1 agonist	12-LOX inh	TrxR1 substrate	USP1 inh	RGS4 inh	Vif-A3G inh	mIDH1 inhibitor	Vif-A3F inh	TrxR1 inh
- Cc1cc(NC(=O)CSc2nnnn2C2CCCC2)no1
→ 0.1%	21%	-3%[57.1 µM]	-10%	14%	3%	0%	-2%	-21%[57.1 µM]
- O=c1cc(O)nc(SCc2ccccc2)n1-c1ccc(F)cc1
→ -3.5%	0%	5%	-13%	-10%	-1%	0%	-3%	6%
- COc1ccc(-n2nnnc2CNC(=O)c2ccc3c(c2)OCO3)cc1
→ -1.0%	24%	-10%	-11%	4%	0%	3%	-7%	-15%
- CC(C)COc1ccc(C(=O)Nc2scc(-c3ccc(Cl)cc3Cl)c2C(N)=O)cc1
→ 0.3%	3%	94%[activator]	-12%	-35%	0%	2%	1%	77%[activator]
- Cc1ccc(S(=O)(=O)NC(=O)Nc2ccc(OC(F)F)cc2)cc1
→ 1.6%	0%	6%	-23%	-11%	-1%	8%	-4%	25%
- COc1cc2ccccc2cc1C(=O)N1CCN(c2nc3ccc(F)cc3s2)CC1
→ 1.4%	?	1%[57.1 µM]	-20%	12%	8%	-4%	2%	23%[57.1 µM]
- COc1ccc(OCCOC(=O)CNC(=O)c2ccc(Cl)cc2Cl)cc1
→ -0.2%	0%	-10%	-17%	-40%	0%	2%	-10%	-5%
- O=C(O)c1ccccc1C(=O)NCc1ccc(F)cc1
→ -0.8%	2%	-4%	0%	-2%	-1%	9%	-5%	5%
- Nc1ccccc1SCC(=O)Nc1nc(-c2ccccc2)cs1
→ -0.9%	-4%	5%[57.1 µM]	-9%	18%	-6%	15%	-10%	6%[57.1 µM]
- CCOc1cc(S(=O)(=O)NCCc2cccc(C)c2)c(OCC)cc1-n1cnnn1
→ 0.0%	-20%	48%[activator]	-15%	-1%	-1%	0%	0%	-12%
- Cc1ccc(-c2cc(C(=O)O)c3sc(N4CCCCC4)nc3n2)cc1
→ -0.3%	-18%	410%[activator]	-5%	-50%	-4%	0%	-1%	25%
- O=C(CSc1ncn[nH]1)NC12CC3CC(CC(C3)C1)C2
→ 0.5%	0%	-5%	-12%	4%	1%	1%	-4%	-4%
- CCOC(=O)C(Cc1ccccc1)NC(C)=O (stereo not drawn)
→ -1.5%	0%	6%[57.1 µM]	2%	40%	-1%	-1%	-6%	8%[57.1 µM]
- Cc1ccc(S(=O)(=O)Nc2nc(C)c(C(=O)NNS(=O)(=O)c3ccccc3)s2)cc1
→ 1.5%	?	-4%	-13%	-12%	0%	1%	-4%	7%
- O=C1CC(N2CCN(c3ccccc3)CC2)C(=O)N1c1ccc(Cl)cc1 (stereo not drawn)
→ -5.8%	6%	-2%	1%	9%	-1%	-7%	3%	2%
- Cc1cccc(OCC(=O)NCc2ccc3c(c2)CCN3C(=O)c2ccccc2)c1
→ -3.5%	-2%	-5%[57.1 µM]	8%	35%	-6%	-10%	5%	2%[57.1 µM]
- O=C(O)C1CC=CCC1C(=O)Nc1ccccc1C(=O)N1CCN(c2ccccc2)CC1 (stereo not drawn)
→ 2.5%	16%	4%[57.1 µM]	-9%	-49%	2%	3%	-2%	24%[57.1 µM]
- Cc1noc(COc2ccccc2OCC(N)=O)c1Cl
→ 0.4%	60%[activator]	-7%	-9%	0%	3%	1%	1%	-8%
- COc1ccc(CN2CC(=O)N3[C@H]4c5cc(C)ccc5OC[C@@H]4[C@H](c4ccccc4)[C@]3(C)C2=O)cc1
→ nt	-23%	6%	-12%	-11%	-1%	-4%	2%	18%
- CC(C)NC(=O)c1nn(C)c2ccccc12
→ -0.1%	-4%	0%	-6%	-16%	-1%	7%	-4%	-13%
- CCn1nc(C(=O)OCC(=O)N(CCC#N)c2ccccc2)c2ccccc2c1=O
→ -4.7%	5%	-4%	-20%	17%	2%	7%	-10%	1%
- COc1ccc(CC(=O)N2CC(=O)Nc3ccc(Br)cc3C2c2ccc(F)cc2)cc1 (stereo not drawn)
→ -0.2%	2%	-6%	-8%	-14%	-2%	-17%	1%	7%
